Source: PubChem BioAssay
L3MBTL1 inh: L3MBTL1 (human) inhibition; Q9Y468; AlphaScreen L3MBTL1–H3K9me1 peptide binding; Potency, µM (series often up to 57.1 µM), inactives show at the top dose activity, negative = inhibition, actives largely listed as inhibitors; 230,000 compounds, 0.66% hits; AID 485360; active = well fitted inhibition curve with a large enough effect; inconclusive = small, poorly fitted or top-dose-only effect; inactive = no such curve, though single readings can be large or run the other way; also: nearly all actives have a fitted effect of over 60% in size
Target sequence (Q9Y468 whole entry, looked up): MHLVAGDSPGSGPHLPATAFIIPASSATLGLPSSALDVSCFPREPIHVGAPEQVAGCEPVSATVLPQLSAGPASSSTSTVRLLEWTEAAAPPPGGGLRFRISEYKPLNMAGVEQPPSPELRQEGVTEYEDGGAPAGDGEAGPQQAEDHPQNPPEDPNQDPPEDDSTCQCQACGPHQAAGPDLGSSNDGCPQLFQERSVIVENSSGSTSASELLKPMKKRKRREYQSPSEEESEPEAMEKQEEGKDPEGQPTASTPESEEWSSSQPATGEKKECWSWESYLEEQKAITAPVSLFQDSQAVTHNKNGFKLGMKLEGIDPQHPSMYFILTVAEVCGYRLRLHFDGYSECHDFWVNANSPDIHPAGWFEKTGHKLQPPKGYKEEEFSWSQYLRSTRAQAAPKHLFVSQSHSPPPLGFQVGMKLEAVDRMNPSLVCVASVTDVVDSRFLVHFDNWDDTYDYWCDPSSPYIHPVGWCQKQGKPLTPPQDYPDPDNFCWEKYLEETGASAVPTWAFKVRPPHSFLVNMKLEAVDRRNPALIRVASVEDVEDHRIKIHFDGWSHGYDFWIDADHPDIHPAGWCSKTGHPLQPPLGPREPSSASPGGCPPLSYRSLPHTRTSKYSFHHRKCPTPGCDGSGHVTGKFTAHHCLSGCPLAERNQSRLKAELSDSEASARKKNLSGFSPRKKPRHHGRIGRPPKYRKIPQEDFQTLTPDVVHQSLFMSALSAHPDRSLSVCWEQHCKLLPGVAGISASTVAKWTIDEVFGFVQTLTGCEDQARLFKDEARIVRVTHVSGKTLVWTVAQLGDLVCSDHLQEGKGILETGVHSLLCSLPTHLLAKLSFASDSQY
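L3MBTL1 (50 nM) pre-complexed 30 min with biotinylated H3(1-15)K9me1 peptide (75 nM), then compounds added for 30 min at room temperature; AlphaScreen streptavidin donor/nickel chelate acceptor beads (10 ug/mL final) read after 30 min dark incubation.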
* = called active by the depositor; ? = inconclusive; [ ] = remark or other dose. % is scaled to controls: 0 for no effect and ±100 for the full control effect; potency is read from the fitted curve at half-maximal effect. Only part of the results is shown (hit frequency here may not be typical).

SMILES	L3MBTL1 inh
O=C(COC(=O)c1ccc(Cl)cc1[N+](=O)[O-])NNC(=O)c1cccs1	9%
C=CCN1C(=O)c2ccc(C(=O)N(C)CC(=O)Nc3ccc(OCC)c(OCC)c3)cc2C1=O	-2%
CCN1CCN(S(=O)(=O)c2ccc(OC)c(NC(=O)c3ccccc3F)c2)CC1	-5%
COc1ccc(N2CC(C(=O)Nc3ccc(S(=O)(=O)Nc4nccs4)cc3)CC2=O)c(OC)c1 (stereo unspecified)	-5%
COc1cc(C=NNC(=O)Cn2nc(C)cc2C)ccc1OC(=O)C1CC1	5%
Cn1c2cc(B(O)O)sc2c2cnn(Cc3ccccc3F)c(=O)c21	2%
CCOC(=O)C1=C(COC(=O)/C=C/c2cccc([N+](=O)[O-])c2)NC(=O)NC1C (stereo unspecified)	4%
CC(=O)c1c(C)[nH]c(C(=O)CN2C(=O)NC(C)(c3ccc4c(c3)OCCO4)C2=O)c1C (stereo unspecified)	-4%
COc1ccc(-c2ccc(-c3nc4ccc(C)cn4c3NC3CCCCC3)cc2OC)cc1	-18%
CS(=O)(=O)Nc1ccccc1C(=O)OCC(=O)NCc1cccs1	-1%
Cc1ccc(NC(=O)CSc2nnc(-c3cccnc3)o2)c(C)c1	-4%
CN(C)c1cccc(C(=O)Nc2ccc(S(=O)(=O)Nc3nccs3)cc2)c1	-10%
CC(NCC(=O)Nc1cc(S(=O)(=O)N2CCOCC2)ccc1N1CCOCC1)c1ccco1 (stereo unspecified)	-11%
O=C(COC(=O)/C=C/c1ccc(S(=O)(=O)N2CCOCC2)cc1)Nc1ccc(F)c(F)c1F	1%
C#CCOCCOCCOCCNc1nc(N2CCN(C(=O)[C@H]([C@@H](C)CC)n3cc(CCCCN)nn3)CC2)nc(N2CCN(C(=O)[C@H](CCCCN)n3cc(CCCC)nn3)CC2)n1	7%
C[C@@H](OC(=O)c1[nH]cnc1C(=O)N1CCc2ccccc2C1)c1ccccc1	-4%
Cc1[nH]c(SCC(=O)c2c(N)n(C)c(=O)n(C)c2=O)nc1Cc1ccccc1	-4%
O=C(Nc1nnc(S(=O)(=O)N2CCCCC2)s1)c1cccc(Br)c1	?
COc1ccc(OC)c(NC(=O)CSc2nc3[nH]c(=O)cc(O)c3s2)c1	-13%
CN(C(=O)COC(=O)CCCc1c[nH]c2ccccc12)c1c(N)n(Cc2ccccc2)c(=O)[nH]c1=O	-6%
CC(=O)c1ccc(N(CC(=O)Nc2cc(C)on2)S(=O)(=O)c2ccc(C)cc2)cc1	3%
Cc1ccc(S(=O)(=O)CCC(=O)OCC(=O)c2cc(C)ccc2C)cc1	5%
O=C(Nc1cccc(F)c1)c1cc(S(=O)(=O)N2CCOCC2)ccc1N1CCCC1	-7%
COc1ccc(S(=O)(=O)N(C)C[C@@H]2Oc3c(NS(C)(=O)=O)cccc3C(=O)N([C@@H](C)CO)C[C@H]2C)cc1	0%
CCOC(=O)c1c(C)[nH]c(C)c1C(=O)COC(=O)COc1ccc(Cl)c(C)c1	-3%
CCC(C)Sc1ccc([C@@H]2[C@@H]3C(=O)N(CC)C(=O)[C@@H]3[C@]3(C(=O)OC)CCCCN23)cc1 (stereo partly specified)	39%[activator]
Cc1ccc(S(=O)(=O)Nc2ccccc2F)cc1C(=O)NCc1ccco1	-4%
CCCCn1c(N)c(N(CCC(C)C)C(=O)C2CC(=O)N(c3ccc(OC)cc3OC)C2)c(=O)[nH]c1=O (stereo unspecified)	-3%
CN(C(=O)COC(=O)c1ccc(Br)o1)c1c(N)n(Cc2ccccc2)c(=O)[nH]c1=O	1%
CN(CC(=O)Nc1ccccc1Cl)C(=O)c1ccccc1SCC(=O)N1CCCC1	-1%
COc1cccc(C(=O)OCC(=O)NCc2ccc3c(c2)OCO3)c1OC	5%
C[C@@]12CC[C@H]3OC(=O)C=C3C1CC[C@@]13CC(CCC12)[C@](CO)(O[C@H]1O[C@H](CO)[C@@H](O)[C@H](O)[C@H]1O)C3 (stereo partly specified)	1%
CC(C)CCC[C@@H](C)[C@H]1CC[C@H]2[C@@H]3C(=O)C=C4C[C@@H](O)CC[C@]4(C)[C@H]3CC[C@]12C	1%
Cc1ccc(NC(=O)CN(C)CC(=O)N(CC(C)C)c2c(N)n(CC(C)C)c(=O)[nH]c2=O)c(C)c1	-1%
COc1ccc(N(C)S(=O)(=O)c2cccc(C(=O)NCC(c3ccco3)N3CCCC3)c2)cc1 (stereo unspecified)	-2%
Cc1ccc(S(=O)(=O)NCCC(=O)NNC(=O)c2ccccc2O)cc1C	-1%
CC1(C)CC(=O)C(CO)=C(c2cccc3ccccc23)C1=O	14%
Oc1cccnc1SCc1ccccc1	2%
CC(OC(=O)c1ncc(Cl)c(Cl)c1Cl)C(=O)NC1(C#N)CCCCC1 (stereo unspecified)	8%
CCOc1ncccc1C(=O)OCc1csc(CC(=O)Nc2ccccc2C)n1	-1%
Cc1ccc(C(=O)OCC(=O)NCCc2ccccc2)cc1C	-2%
O=C(CN1C(=O)NC2(CCCC2)C1=O)OCc1ccccc1	-1%
CCCCCN(C(=O)CCC(=O)OCCOc1ccccc1)c1c(N)n(CCCC)c(=O)[nH]c1=O	5%
Cn1c(N)c(C(=O)COC(=O)c2cccc(S(=O)(=O)NCc3ccccc3)c2)c(=O)n(C)c1=O	2%
Cc1ccc(C(=O)OC(C)C(=O)Nc2ccc(S(N)(=O)=O)cc2)cc1S(=O)(=O)N1CCOCC1 (stereo unspecified)	-17%
Cc1noc(C)c1COc1ccccc1C(=O)NCc1ccccc1Cl	6%
CCOC(=O)c1c(NC(=O)CSc2nnnn2-c2ccccc2OCC)sc2c1CC(C)(C)NC2(C)C	-9%
CC1CCCCC12NC(=O)N(CC(=O)NCc1ccccc1)C2=O (stereo unspecified)	8%
Cc1ccccc1CNC(=O)c1ccccc1SCC(=O)NCc1ccco1	3%
C=CC[C@H](CC(=O)N(CCO)Cc1ccccc1)C(=O)N[C@H](COC(=O)[C@@H](CC=C)CC(=O)OC(C)(C)C)Cc1c[nH]c2ccccc12	-13%
O=C1CN(C(=O)COC(=O)CCc2ccccc2O)c2ccccc2N1	-6%
Cc1ccc(NC(=O)COC(=O)CC2SC(N3CCCC3)=NC2=O)cc1 (stereo unspecified)	-1%
COc1ccc(/C=C2\SC(=Nc3ccccc3OC)NC2=O)cc1	3%
S=C(Nc1cccc(Cl)c1)N1CCN(c2ccccn2)CC1	3%
COc1ccc(CC(=O)N(CCC2=CCCCC2)c2c(N)n(Cc3ccccc3)c(=O)[nH]c2=O)cc1OC	35%[activator]
CC1CCN(S(=O)(=O)c2ccc(C(=O)Nc3ccccn3)cc2)CC1	7%
COc1ccc(-c2cn(Cc3ccc(C(N)=O)cc3)c(-c3ccncc3)n2)cc1	-1%
CC1(C)CC[C@]2(CO)CC[C@]3(C)C(=CCC4[C@@]5(C)CC[C@H](O)[C@@](C)(CO)C5CC[C@]43C)[C@@H]2C1 (stereo partly specified)	11%
CCCCC1CCC(C(=O)OCC(=O)N(CCOC)c2c(N)n(Cc3ccccc3)c(=O)[nH]c2=O)CC1 (stereo unspecified)	6%
CCC(C)Sc1ccc([C@@H]2[C@H]3C(=O)N(CC)C(=O)[C@H]3[C@]3(C(=O)OC)CCCN23)cc1OC (stereo partly specified)	-11%
Continued.
SMILES	L3MBTL1 inh
O=C(NCc1ccco1)c1cccc2c1C(=O)c1ccc(N3CCC(Cc4ccccc4)CC3)cc1S2(=O)=O	-9%
CCN(C(=O)COC(=O)c1ccccc1O)c1cccc2ccccc12	13%
O=C(COc1ccccc1[N+](=O)[O-])Nc1cccc(S(=O)(=O)NC2=NCCCCC2)c1	-9%
CCC1(c2ccc(F)cc2)NC(=O)N(CC(=O)N2CCc3ccccc32)C1=O (stereo unspecified)	-2%
CC(=O)Nc1ccc(C=NNC(=O)c2ccc(NS(=O)(=O)c3cccs3)cc2)cc1	-1%
CC(=O)c1ccc(S(=O)(=O)N2CCN(C(=O)c3ccccc3Cc3ccccc3)CC2)cc1	-13%
COc1ccccc1C(=O)Nc1nnc(-c2ccc(F)cc2)s1	3%
Cc1ccccc1CC1CCN(CCCNC(=O)Nc2ccccc2)CC1	-1%
CC1CCCCC12NC(=O)N(CC(=O)Nc1cccc(S(=O)(=O)N3CCCCC3)c1)C2=O (stereo unspecified)	-5%
COc1cccc(NC(=O)CN(C)C(=O)CSC(=S)N2CCCC2)c1	-3%
O=C(COC(=O)c1ccccc1)c1ccc2c(c1)OCCO2	6%
Cc1ccc(C)c(Sc2ccc(S(=O)(=O)Nc3ccc(C(=O)O)cc3)cc2)c1	-2%
CCCn1nnnc1NCc1ccc(OC)cc1OC	-3%
Cc1nn(-c2ccccc2)c(C)c1C(=O)OCC(=O)N(C)c1ccccc1	-2%
COc1ccc(CNC(=O)COC(=O)c2sccc2C)cc1OC	9%
O=C(Nc1ccccc1N1CCCC1)C1CCN(S(=O)(=O)c2ccc(F)cc2)CC1	-8%
COC(=O)c1sc(S(=O)(=O)N2CCN(c3ccccc3F)CC2)c(C(=O)OC)c1C	-4%
O=C(CSc1ccccc1F)NCC1(N2CCCCC2)CCCCC1	6%
CCN(Cc1ccccc1)C(=O)c1cccc(S(=O)(=O)N2CCN(c3ccc(F)cc3)CC2)c1	-5%
COCCn1c(C)cc(C(=O)COC(=O)C2CC(=O)N(CCc3ccc(OC)c(OC)c3)C2)c1C (stereo unspecified)	?
COc1ccc(S(=O)(=O)Nc2cccc3c2O[C@H](CN(C)S(=O)(=O)c2cccs2)[C@@H](C)CN([C@H](C)CO)C3=O)cc1	6%
CCOc1ccccc1NC(=O)CSc1nc(=O)n(CCCN2CCOCC2)c2c1CCCC2	7%
O=C(CSc1ccccc1)Nc1nnc(-c2ccco2)o1	?
CC(=O)c1ccccc1NC(=O)C1CCCN(C(=O)c2ccc(Cl)cc2)C1 (stereo unspecified)	4%
COc1ccc(NCC(=O)Nc2cccc(S(=O)(=O)N3CCCC3)c2)cc1Cl	-9%
CSc1nsc(SCC(=O)NCc2ccc(C)cc2)n1	3%
Cc1ccc(CN2CC(C(=O)N3CCN(S(=O)(=O)c4c(F)cccc4F)CC3)CC2=O)cc1 (stereo unspecified)	-6%
Cc1ccc(C)c(S(=O)(=O)N2CCN(C(=O)CN3C(=O)C4CC=CCC4C3=O)CC2)c1 (stereo unspecified)	2%
CN(C(=O)Cn1cc(C(F)(F)F)cc(Cl)c1=O)C1CCS(=O)(=O)C1 (stereo unspecified)	0%
Cc1cc(C)cc(OC(=O)CN2C(=O)c3ccccc3C2=O)c1	13%
Cc1cc(C)c(OCC(=O)NCC(c2ccco2)N2CCCCC2)c(C)c1 (stereo unspecified)	-5%
O=S(=O)(c1ccc(SCc2ccc(Cl)cc2)nc1)N1CCCC1	43%[activator]
O=C(COC(=O)C1CCC1)NCc1ccccc1	1%
Cc1ccc(NC(=O)COC(=O)Cc2ccccc2)cc1S(=O)(=O)N1CCOCC1	-1%
CCN(C(=O)COC(=O)COc1ccc2c(c1)CCC2)c1c(N)n(Cc2ccccc2)c(=O)[nH]c1=O	2%
CC(C)CNC(=O)C1CCN(S(=O)(=O)c2ccc3c(c2)OCCO3)CC1	8%
CCc1ccccc1NC(=O)CNC(=O)CCNC(=O)Nc1ccccc1	6%
CCN(CC)C(=O)[C@H]1C[C@H](CC(=O)NC(C)(C)C)C(=O)N2CCc3c([nH]c4ccc(Cl)cc34)[C@]12C	0%
CN(C(=O)Cn1cnc2ccccc2c1=O)C1CCS(=O)(=O)C1 (stereo unspecified)	-1%
CCN(CC)S(=O)(=O)c1cc(NC(=O)CSc2nnc(N)s2)ccc1C	7%
CCNc1nnc(SCC(=O)N2c3ccccc3NC(=O)CC2C)s1 (stereo unspecified)	-1%
CC(c1ccc(F)cc1)n1cc(S(=O)(=O)N2CCCC2)ccc1=O (stereo unspecified)	0%
Cc1noc(C)c1CSCC(=O)Nc1nc2c(F)cc(F)cc2s1	?

Two compounds picked at random from the list so far, as already listed:
SMILES	L3MBTL1 inh
O=S(=O)(c1ccc(SCc2ccc(Cl)cc2)nc1)N1CCCC1	43%[activator]
Cc1noc(C)c1CSCC(=O)Nc1nc2c(F)cc(F)cc2s1	?

Among those listed so far, these have a Cl atom.
SMILES	L3MBTL1 inh
O=C(COC(=O)c1ccc(Cl)cc1[N+](=O)[O-])NNC(=O)c1cccs1	9%
CCOC(=O)c1c(C)[nH]c(C)c1C(=O)COC(=O)COc1ccc(Cl)c(C)c1	-3%
CN(CC(=O)Nc1ccccc1Cl)C(=O)c1ccccc1SCC(=O)N1CCCC1	-1%
CC(OC(=O)c1ncc(Cl)c(Cl)c1Cl)C(=O)NC1(C#N)CCCCC1 (stereo unspecified)	8%
Cc1noc(C)c1COc1ccccc1C(=O)NCc1ccccc1Cl	6%
S=C(Nc1cccc(Cl)c1)N1CCN(c2ccccn2)CC1	3%
CC(=O)c1ccccc1NC(=O)C1CCCN(C(=O)c2ccc(Cl)cc2)C1 (stereo unspecified)	4%
COc1ccc(NCC(=O)Nc2cccc(S(=O)(=O)N3CCCC3)c2)cc1Cl	-9%
CN(C(=O)Cn1cc(C(F)(F)F)cc(Cl)c1=O)C1CCS(=O)(=O)C1 (stereo unspecified)	0%
O=S(=O)(c1ccc(SCc2ccc(Cl)cc2)nc1)N1CCCC1	43%[activator]
CCN(CC)C(=O)[C@H]1C[C@H](CC(=O)NC(C)(C)C)C(=O)N2CCc3c([nH]c4ccc(Cl)cc34)[C@]12C	0%
